From PubChem
ELG1 DNA repair: qHTS screen for small molecules that inhibit ELG1-dependent DNA repair in human embryonic kidney (HEK293T) cells expressing luciferase-tagged ELG1; HEK293T ELG1-luciferase reporter, luminescence, 16 h; DNA damage induced by 5-fluorouridine; Potency, µM (top dose mostly 46.1 µM), inactives show top-dose activity change, negative = inhibition, most hits filed as inhibitors; actives 2.3% (n = 330,000); AID 504467, 2011; further: potency means the concentration at half of the fitted maximal effect; on the % scale 0 is the no-effect control and ±100 the full control effect; nearly all actives have a fitted effect of over 55% in size
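HEK293T cells expressing luciferase-tagged ELG1 (2,000/well) received 5-Fluorouridine plus compound or DMSO for 16 hr at 37 °C. Luciferase was read by ONE-Glo luminescence after 30 min at room temperature.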
a7 integrin act: qHTS for Activators of Integrin-Mediated Alleviation for Muscular Dystrophy | Potency, µM (doses to about 38.3 µM), without a hit: at the highest dose activation, usual class: activators | alpha7betagal myoblasts, beta-gal FDG fluorescence, 48 h | actives 0.064% (n = 350,000) | AID 624291, 2012;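 further: potency means the concentration at half of the fitted maximal effect; 100% = response of the positive control SU9516; nearly all actives have a fitted effect of over 60% in size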
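Alpha7betagal+/- myoblasts (passage 13) were plated 16-24 hr, then exposed to compounds (1:260 dilution of DMSO stock) for 48 hours at 37C. After MPER lysis, β-galactosidase reporter activity was read as FDG fluorescence (ex 480/em 540) after 30 minutes.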
Tb PFK block: qHTS Assay to Find Inhibitors of T. brucei phosphofructokinase; ATP-dependent 6-phosphofructokinase (Trypanosoma brucei brucei), O15648; actives 0.17% (n = 330,000); AID 485367, 2010; Potency, µM (top dose mostly 57.5 µM), without a hit: at the top dose activity, negative = inhibition, hits mostly inhibitors; T. brucei PFK, ADP-Glo luminescence;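 further: potency means the concentration at half of the fitted maximal effect; 0% = uninhibited 1x PFK enzyme wells and -100% = no-enzyme wells; nearly all actives have a fitted effect of over 60% in size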
Target sequence (O15648 whole entry, looked up): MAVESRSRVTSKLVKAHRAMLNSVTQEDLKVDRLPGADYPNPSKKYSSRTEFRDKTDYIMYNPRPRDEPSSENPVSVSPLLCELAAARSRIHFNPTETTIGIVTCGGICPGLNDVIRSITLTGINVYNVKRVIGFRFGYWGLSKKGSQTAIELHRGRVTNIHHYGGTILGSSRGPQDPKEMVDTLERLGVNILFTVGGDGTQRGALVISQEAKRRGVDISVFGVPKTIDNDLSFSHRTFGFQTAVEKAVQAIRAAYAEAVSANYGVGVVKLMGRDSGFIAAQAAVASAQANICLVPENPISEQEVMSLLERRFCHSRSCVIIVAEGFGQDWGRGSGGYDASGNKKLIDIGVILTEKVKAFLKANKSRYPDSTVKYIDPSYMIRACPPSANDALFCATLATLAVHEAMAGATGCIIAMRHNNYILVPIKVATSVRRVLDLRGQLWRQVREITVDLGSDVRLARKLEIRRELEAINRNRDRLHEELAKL
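In TEA buffer at pH 8.0 with 5 mM MgCl2, enzyme (1.25 nM) converted F6P (0.5 mM) and ATP (0.1 mM) for 45 min at room temperature. ADP product was read by luciferase luminescence.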
BCR signal inh: qHTS Assay to Find Inhibitors of Chronic Active B-Cell Receptor Signaling. ABC-DLBCL IkBa-CBG/CBR reporter, luminescence ratio, 4 h. Potency, µM (series often up to 46.1 µM), for inactives: top-dose ratio change, negative = lower green/red ratio, actives largely listed as inhibitors. actives 0.05% (n = 340,000). AID 493014, 2011; active means well fitted inhibition curve with a large enough effect in the signal ratio, with a control signal flat, not every such curve was filed as active; inconclusive means small, poorly fitted or top-dose-only effect, or effect the other way, or a change in a side signal; the % refers to the signal ratio;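 further: potency means the concentration at half of the fitted maximal effect; plate controls were basal doxycycline-induced cells for no effect and cells given 10 µM MG132 for full effect; MG132 reads +100%, hits lower the ratio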
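Compounds up to 46 uM were incubated four hours with TMD8 cells whose green CBG68 luciferase is fused to IkappaBalpha; red CBR luminescence normalised the signal, and concentration-effect curves were fitted to fusion, red and ratio data.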
TCR activator: Activators of T cell receptors: qHTS campaign. primary human leukocytes, anti-CD3, IL-2 HTRF, 48 h. Potency, µM (highest dose often 9.22 µM), for the others: top-dose activation of IL-2 secretion, most hits filed as activators. 330,000 tested, under 10 active. AID 504894, 2011; further: % of control where 0% means no effect
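IL-2 release read by HTRF sandwich (Eu cryptate donor, d2 acceptor, 665 nm emission) after 48 hr exposure of primary human leukocytes to compound together with anti-CD3 beads in the absence of co-stimulatory signals.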
TSG101-PTAP inh: qHTS Assay for Iinhibitors of HIV-1 Budding by Blocking the Interaction of PTAP/TSG101. Potency, µM (titrated, usually from 115 µM), for inactives: at the highest dose activity change, negative = inhibition, hits mostly inhibitors. Tumor susceptibility gene 101 protein (Homo sapiens), Q99816. 340,000 tested, under 10 active. Fluorescence polarization, FITC-PTAP peptide / Tsg101 binding; active means well fitted inhibition curve with a large enough effect in the main read-out, with a control signal flat, not every such curve was filed as active; inconclusive means small, poorly fitted or top-dose-only effect, or effect the other way, or a change in a side signal; inactive means no such curve, though single readings can be large or run the other way; further: potency means the concentration at half of the fitted maximal effect; % of control where 0% means no effect
Target sequence (Q99816 whole entry, looked up): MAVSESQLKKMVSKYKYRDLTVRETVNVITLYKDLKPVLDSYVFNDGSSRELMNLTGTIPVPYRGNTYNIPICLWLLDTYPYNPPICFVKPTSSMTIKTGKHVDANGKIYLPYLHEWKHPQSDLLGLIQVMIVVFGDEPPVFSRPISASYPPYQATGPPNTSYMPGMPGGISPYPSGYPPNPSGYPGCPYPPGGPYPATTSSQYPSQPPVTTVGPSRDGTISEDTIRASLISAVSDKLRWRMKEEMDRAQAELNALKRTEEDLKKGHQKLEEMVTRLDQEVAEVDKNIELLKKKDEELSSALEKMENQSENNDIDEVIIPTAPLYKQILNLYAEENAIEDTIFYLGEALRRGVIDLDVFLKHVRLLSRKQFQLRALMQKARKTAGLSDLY
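Fluorescence polarization binding of Tsg101 binding domain (10 uM final) to FITC-labeled PTAP peptide (50 nM final) in HEPES pH 7.5 buffer with NaCl, Tween 20, EDTA, TCEP. Compounds added before peptide; binding 20 min at RT.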
Eya2 phos inh: qHTS Assay for Inhibitors of the Phosphatase Activity of Eya2; recombinant Eya2, OMFP fluorescence dephosphorylation (OMFP is methylfluorescein phosphate); Potency, µM (doses to about 76.9 µM), for the others: at the top dose activity, negative = inhibition, hits mostly inhibitors; actives 0.006% (n = 330,000); AID 488837, 2010; further: potency means the concentration at half of the fitted maximal effect; on the % scale 0 is the no-effect control and ±100 the full control effect
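Eya2 protein (added as 0.2 uM solution) was preincubated with compound for 10 min at ambient temperature in 50 mM HEPES pH 7.5, 50 mM NaCl, 5 uM MgCl2, 0.05% BSA, 1 mM DTT. OMFP (added at 50 uM) then reacted 10 min; fluorescence read at 485/525 nm.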
A-T KAP1 phos: qHTS Assay for Identifying a Potential Treatment of Ataxia-Telangiectasia; actives 0.19% (n = 320,000); […] A-T fibroblasts, KAP-1 phosphorylation AlphaLISA; neocarzinostatin DNA damage 30 min before lysis; Potency, µM (highest dose often 57.5 µM), inactives show top-dose activation, most hits filed as activators; AID 485349, 2010; further: potency means the concentration at half of the fitted maximal effect; % of control where 0% means no effect; nearly all actives have a fitted effect of over 45% in size
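ATM-like activity read as KAP-1 phosphorylation via AlphaLISA donor/acceptor antibody pairs after lysis and 6 hr at 25C. Cells were ATM-null patient fibroblasts ([…], hTERT), dosed 60 min, then exposed to the DSB inducer NCS for 30 min.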
TSHR antag: Antagonists of the Thyroid Stimulating Hormone Receptor: HTS campaign; activity change, negative = inhibition, % at 11.5 µM; TSHR-expressing cells, TSH-stimulated cAMP HTRF, 2 h; hits give low values; Thyrotropin receptor (Homo sapiens), P16473; actives 0.2% (n = 330,000);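 active means activity change below a set negative limit, meaning inhibition stronger than a set level, cut at about -70% in these data; inconclusive means activity change between two set negative limits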; further: on the % scale 0 is the no-effect control and ±100 the full control effect
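TSHR-expressing cells were treated with compounds, then stimulated with TSH at EC80 (4nM final) for 2 hours at 37 deg C. Cellular cAMP was measured by HTRF competition between lysate cAMP and cAMP-d2 for a cryptate-labelled anti-cAMP antibody.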
Mito fusion yeast: qHTS Assay for Small Molecule Inhibitors of Mitochondrial Division or Activators of Mitochondrial Fusion | actives 0.23% (n = 320,000) | S. cerevisiae fusion-defective mutant growth rescue, CellTiterGlo 48 h | Potency, µM (highest dose often 46.1 µM), without a hit: at the top dose growth rescue (activation), most hits filed as activators | AID 485298, 2010;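 further: potency means the concentration at half of the fitted maximal effect; % of control where 0% means no effect; nearly all actives have a fitted effect of over 45% in size; temperature-sensitive fusion mutants such as fzo1-1 at 37 °C on non-fermentable ethanol glycerol medium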
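Growth-rescue viability read-out: after 48 h at the non-permissive 37C in glycerol/ethanol YPEG, yeast mitochondrial fusion mutants are measured by CellTiterGlo luminescence; compounds (23 nl pinned per well) restoring growth score as division inhibitors or fusion activators.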
S-ASM inh: Inhibitors of Secretory Acid Sphingomyelinase (S-ASM): qHTS; placental ASM, HMU-PC fluorogenic substrate, 60 min; Potency, µM (titrated, usually from 57.5 µM), for the others: at the highest dose activity change, negative = inhibition, usual class: inhibitors; actives 0.006% (n = 340,000); AID 504937, 2011; further: potency means the concentration at half of the fitted maximal effect
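Human placenta-derived ASM preincubated with compound 10 min at room temperature, then reacted with 9 uM (final) fluorogenic HMU-PC substrate for 60 min at 37 C. Stop solution raises pH to 10; fluorescence read at Ex 386/Em 447 nm.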
Active calls of the source: *; ? = inconclusive; · = no result given; [ ] = remark or other dose. Unless noted, the call rests on the fitted dose curve; in most records, active means well fitted curve in the direction sought with a large enough effect; inconclusive means small, poorly fitted or top-dose-only effect, or another doubt; inactive means no such curve, though single readings can be large; an effect the other way counts as inactive or inconclusive. An unsorted share of the library. Share with any hit: about 3.2%.

SMILES	ELG1 DNA repair	a7 integrin act	Tb PFK block	BCR signal inh	TCR activator	TSG101-PTAP inh	Eya2 phos inh	A-T KAP1 phos	TSHR antag	Mito fusion yeast	S-ASM inh
Cc1ccc(-n2nc(-c3ccc(OC(F)(F)F)cc3)cc2N)cc1C	26%	1%	0%	?	4%	1%	-21%	11%	-1	-5%	-17%
COCCN(CCOC)C(=O)c1ccc(CSc2nc3ccccc3s2)cc1	?	-31%	-2%	-4%	1%	-8%	5%	8%	-13	0%	0%
O=C(Nc1ccc(N2CCN(Cc3ccccc3Cl)CC2)cc1)c1cccnc1	?	-2%	-1%	0%	-1%	-10%	2%	5%	-9	2%	0%
Cc1cccc(N(CC(=O)NC2CCCC2)C(=O)CCCC(=O)Nc2ccccn2)c1	-2%	-9%	-4%	?	0%	-3%	-15%	2%	2	1%	-2%
Cc1c(C(c2ccc(O)cc2)c2c(C)n(C)n(-c3ccccc3)c2=O)c(=O)n(-c2ccccc2)n1C	7%	?	0%	1%	-5%	-2%	-12%	-2%	-4	-1%	-1%
O=C(/C=C(\c1ccccc1)n1cncn1)c1ccccc1	9%	?	-6%	0%	-6%[46.1 µM]	1%	-3%	-1%	1	?	5%
CCc1ccccc1NC(=O)c1cnc2scc(C)n2c1=O	?	8%	-1%	5%	-1%[46.1 µM]	-7%	-2%	3%	-5	?	-1%
Cc1ccc(C(C)C)c(OCC(=O)NNCC(=O)Nc2cccc(F)c2)c1	-14%	-48%[inhibitor]	-2%	-2%	3%	1%	-35%	-8%	·	·	-2%
CC1CCN(CCCNC(=O)C2CCN(S(=O)(=O)N3CCCCC3)CC2)CC1	14%	20%	0%	-2%	3%	-3%	-21%	4%	20	-2%	4%
O=C(c1cccc(Cl)c1)N1CCN(C(=O)c2ccccc2F)CC1	-3%	-20%	-5%	-4%	-2%	1%	-12%	-3%	-2	-14%	-2%
S=C(Nc1ccc(CN2CCCCC2)cc1)Nc1cccc(Cl)c1Cl	?	-16%	-10%	-12%	6%	0%	-3%	8%	-6	-7%	1%
Cn1c(/C=C/c2ccc(Br)cc2)c([N+](=O)[O-])c(=O)n(C)c1=O	?	22%	0%	?	2%	0%	4%	-1%	-6	-14%	0%
C=CCNC(=O)CN(c1ccc(F)cc1)S(=O)(=O)c1ccc(OC)cc1	0%	9%	-6%	-2%	0%	-4%	1%	10%	-6	-10%	2%
CC(C)(C)OC(=O)NCCCCCNC(=O)c1[nH]cnc1C(=O)Nc1ccon1	?	38%	1%	?	-2%	-4%	16%	-1%	-16	-10%	-3%
CCOc1cc(C=O)ccc1OCCn1c([N+](=O)[O-])cnc1C	0%	-63%[inhibitor]	1%	-13%	5%	4%	5%	3%	6	0%	-1%

An excerpt from above, showing only Tb PFK block, TCR activator and S-ASM inh.
Structure | Tb PFK block | TCR activator | S-ASM inh
Cn1c(/C=C/c2ccc(Br)cc2)c([N+](=O)[O-])c(=O)n(C)c1=O | 0% | 2% | 0%
C=CCNC(=O)CN(c1ccc(F)cc1)S(=O)(=O)c1ccc(OC)cc1 | -6% | 0% | 2%

In the list so far, these contain a nitro group on carbon.
SMILES	ELG1 DNA repair	a7 integrin act	Tb PFK block	BCR signal inh	TCR activator	TSG101-PTAP inh	Eya2 phos inh	A-T KAP1 phos	TSHR antag	Mito fusion yeast	S-ASM inh
Cn1c(/C=C/c2ccc(Br)cc2)c([N+](=O)[O-])c(=O)n(C)c1=O	?	22%	0%	?	2%	0%	4%	-1%	-6	-14%	0%
CCOc1cc(C=O)ccc1OCCn1c([N+](=O)[O-])cnc1C	0%	-63%[inhibitor]	1%	-13%	5%	4%	5%	3%	6	0%	-1%

(more compounds)
SMILES	ELG1 DNA repair	a7 integrin act	Tb PFK block	BCR signal inh	TCR activator	TSG101-PTAP inh	Eya2 phos inh	A-T KAP1 phos	TSHR antag	Mito fusion yeast	S-ASM inh
CCc1c(O)nc(SCC(=O)N2CCCCC2)n(-c2ccccc2C)c1=O	0%	18%	4%	0%	-7%	-6%	3%	-2%	-11	-1%	4%
COc1ccc(F)cc1C(=O)C1CCCN(Cc2ccc(Sc3nncn3C)o2)C1 (stereo not drawn)	7%	27%	-6%	9%	-1%	0%	-2%	-2%[11.5 µM]	1	0%	0%
O=C(CCC1CCCC1)N[C@@H](Cc1ccc(O)cc1)C(=O)O	16%	30%	0%	5%	16%	0%	8%	6%	3	4%	-2%
COc1ccc(O)c(CN2CCC(n3nccc3NC(=O)CCOc3ccccc3)CC2)c1	?	-3%	0%	-1%	4%	-6%	-18%	-1%	2	1%	0%
CC(C)Cn1c(SCC(=O)NCCCN2CCCC2=O)nc2ccccc21	12%	18%	-1%	0%	0%	-3%	-5%	-18%	8	0%	2%
O=C(COC(=O)CC1c2ccccc2CCN1S(=O)(=O)c1ccc(F)cc1)Nc1ccccc1 (stereo not drawn)	?	10%	-8%	0%	3%[46.1 µM]	-2%	-19%	3%	1	15%	-5%
COc1cc(C(C(=O)NC(C)(C)C)N(C(=O)CNC(=O)c2cccs2)c2ccc(C(C)C)cc2)cc(OC)c1OC (stereo not drawn)	0%	16%	5%	?	·	-10%	3%	10%	46	-1%	-7%
COc1ccc(/C=C2\SC(=S)N(NC(=O)c3csc4c3CCCC4)C2=O)cc1	15%	32%	12%[0.46 µM]	-2%	-4%	-3%	-2%	-8%	1	-1%	-21%
Cc1nc2ccc(NC(=O)c3ccc(Br)o3)cc2s1	?	14%	-2%	?	1%	-1%	-3%	-3%	7	2%	3%
CC1=C(C(=O)O)N2C(=O)C(NC(=O)c3ccccc3Cl)C2SC1 (stereo not drawn)	7%	-30%	0%	-2%	5%	-6%	4%	-20%	7	3%	2%
CC1(C)Cc2c(cnn2-c2ccccc2)C(=O)/C1=N\NC(=O)c1ccccc1	-6%	1%	1%	?	-4%	-5%	10%	-2%	8	0%	7%
CC(C)(C)N(Cc1ccccc1)C(=O)c1ccc2c(c1)OCCO2	-8%	9%	5%	4%	3%	-5%	-6%	9%	1	7%	0%
c1cc(CSc2nnc(-c3ccc4c(c3)OCO4)o2)ccn1	?	16%	0%	-3%	13%	-1%	9%	3%	-2	0%	0%
Cc1cccc(C(=O)NNC(=O)c2ccccc2-n2cccc2)c1	-1%	8%	-2%	-12%	-4%	-3%	9%	0%	-2	1%	4%
COc1ccc2[nH]c(=O)c(CN(C(=O)c3cccnc3)c3cc(C)ccc3C)cc2c1	?	-12%	-6%	-8%	-1%	0%	?	-8%	-4	1%	52%[activator]
CN1CCC(=NNC(=O)C(=O)Nc2ccccc2F)CC1	16%	10%	1%	?	8%	-3%	8%	-5%	-5	1%[9.22 µM]	6%
CCOC(=O)C1CCN(C(=O)COc2ccc(Br)cc2C)CC1	-17%	-7%	-6%	?	-2%	1%	-6%	1%	-16	-1%	0%
O=C(CN1CCN(c2ccc(O)cc2)CC1)Nc1ccc2c(c1)OCCO2	?	-9%	-18%	-2%	8%	0%	-3%	-5%	-1	5%	1%
